# Bioassay records from PubChem.
# Polio RdRp inh – inhibitors of poliovirus RNA polymerase binding and polymerization | P03300 | poliovirus polymerase elongation, fluorescence polarization; active compounds read low | % elongation, % (compound at 16.7 µg/mL) | hit rate 0.66% among 150,000 | AID 588519; in the data active = % elongation below about 90%; also: some results filed as inactive read as strong as hits
# Target sequence (P03300 1749-2209 limits assumed): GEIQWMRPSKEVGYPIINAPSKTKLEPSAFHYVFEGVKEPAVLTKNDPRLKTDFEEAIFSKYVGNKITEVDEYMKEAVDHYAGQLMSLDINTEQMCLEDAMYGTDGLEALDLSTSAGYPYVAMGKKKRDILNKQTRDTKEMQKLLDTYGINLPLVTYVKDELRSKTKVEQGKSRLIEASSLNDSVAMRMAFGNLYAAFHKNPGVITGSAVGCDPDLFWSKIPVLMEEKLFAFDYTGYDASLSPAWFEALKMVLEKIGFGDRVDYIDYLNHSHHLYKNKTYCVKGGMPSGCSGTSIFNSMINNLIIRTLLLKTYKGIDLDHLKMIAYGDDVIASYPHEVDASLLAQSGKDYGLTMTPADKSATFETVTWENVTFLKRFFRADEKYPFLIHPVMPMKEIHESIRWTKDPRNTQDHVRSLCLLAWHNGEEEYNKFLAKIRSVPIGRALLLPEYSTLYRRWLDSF
# Polio RdRp inh FP z-score – recorded beside Polio RdRp inh, whose call it bears; z-score; measured here: FP z-score; hits read low
# The depositor's hits bear a star; & = joins results of further samples. Not all compounds are listed (hit frequency here may not be typical).
no.	SMILES	Polio RdRp inh	Polio RdRp inh FP z-score
1	O=C(/C=C1\SC(=O)NC1=O)Nc1ccccc1C(=O)O	99.0	-0.7
2	C/C(CCc1oc2ccc(C)cc2c1-c1ccc(C)o1)=N\O	102.0	0
3	CS(=O)(=O)N(CC(=O)N1CCc2ccccc2C1)c1ccc(F)cc1	100.0	-0.3
4	Cc1cccc(C(=O)N2CCc3cc(CNS(=O)(=O)c4ccc(Cl)s4)ccc32)c1	112.0	1.2
5	c1ccc(Nc2c3c(nc4nncn24)CCC3)cc1	102.0	-1
6	N#CCO/N=C(\c1ccccc1)c1ccncc1	98.0	-0.7
7	CC(C)CNC(=O)c1ccc(COc2cc(Cl)ccc2Cl)o1	103.0	0
8	COc1cc(NC(=O)CCN2CCN(CCO)CC2)cc(OC)c1	99.0	-0.9
9	COc1ccc(NC(=O)C2CCCCN2)cc1OC (stereo not given)	100.0	-0.2
10	CN(Cc1ccccc1)C(=O)CCn1c(=O)c2cccn2c2cccnc21	101.0	-0.2
11	Cc1ccc(SCCNC(=O)CN(c2ccccc2)S(=O)(=O)N(C)C)cc1	110.0	0.6
12	O=C(CN1NS(=O)(=O)c2ccccc2C1=O)Nc1ccccc1OC(F)F	99.0	-0.7

# Compound profiles, as listed above. Order of values: Polio RdRp inh	Polio RdRp inh FP z-score
# O=C(CN1NS(=O)(=O)c2ccccc2C1=O)Nc1ccccc1OC(F)F across the screens: 99.0	-0.7
# COc1ccc(NC(=O)C2CCCCN2)cc1OC (stereo not given) across the screens: 100.0	-0.2

# Next part:
no.	SMILES	Polio RdRp inh	Polio RdRp inh FP z-score
13	CC1CCN(S(=O)(=O)c2ccc3c(ccn3CCC(=O)NC(C)C)c2)CC1	104.0	0.4
14	C=CCN1C(=O)CC(Nc2ccc(F)cc2)C1=O (stereo not given)	100.0	-0.7
15	COC(=O)c1ccc(/C=N/OCC(=O)N(C)C2CCCCC2)cc1	97.0	-0.8
16	O=C(COc1ccc(Cl)cc1)OCc1cc(=O)n2nc(C3CC3)sc2n1	108.0	0.4
17	O=S(=O)(c1ccc(Cl)cc1)c1nnn2c1nc(N1CCCCC1)c1sccc12	103.0	-0.4
18	CCN(CC)S(=O)(=O)c1ccc2nc(NC(=O)c3ccc(Br)o3)sc2c1	107.0	0
19	COc1ccccc1CNCCc1ccccc1	101.0	-0.1
20	O=C1CS(=O)(=O)C2(C(=O)Nc3ccccc32)N1c1cccc(Cl)c1 (stereo not given)	110.0	0.8
21	COc1ccc(-c2csc(NC(C)=O)n2)cc1C	102.0	0.1
22	CCOC(=O)c1c(NC(=O)CSc2nnc(N)s2)sc2c1CCCC2	103.0	-0.2
23	Cn1c2ccccc2c2nnc(SCC(=O)OCN3C(=O)c4ccccc4C3=O)nc21	104.0	0.6
24	NNC(=O)C1(O)c2ccccc2-c2ccccc21	97.0	-0.2
25	C=Cn1c(C(=O)O)ccc1-c1ccc(OC)cc1	101.0	-0.3
26	COC(=O)c1ccc(S(=O)(=O)N2CCC(O)CC2)n1C	101.0	-0.1
27	CCCOc1ccc(C(=O)CCN(C)C)cc1	97.0	-1.1
28	C=CCn1c(SCc2cn3ccccc3n2)nnc1-c1cccc(S(=O)(=O)N(CC)CC)c1	99.0	-0.4
29	COCc1cc(C)nc(SCC(=O)N2CCCCC2)c1C#N	104.0	0.1
30	CCc1cccc(Nc2ncnc3c2nc2n3CCCCC2)c1	102.0	0.2
31	Cc1nn(S(=O)(=O)c2ccc(Cl)cc2)cc1-c1nsc(Nc2ccccc2)n1	102.0	0.1
32	O=C(/C=C/C=C/c1ccccc1)c1ccncc1	99.0	0
33	COc1ccc(CNC(=O)CCCc2cn(C)c3ccccc23)c(OC)c1	110.0	-0.1
34	Cc1cc(C)c(C(=O)CSC2=NC(N)=C(C#N)C3(CCCCC3)C2C(N)=O)cc1C (stereo not given)	102.0	0.4
35	CCOC(=O)c1cccc(NC(=O)NCc2ccc3c(c2)CCN3C(=O)CC)c1	110.0	0.6
36	Cc1c(N)cc(N)cc1C(=O)O	100.0	0
37	COc1ccc(CNC(=O)CCC2N=C3c4ccccc4N=C(SCc4ccc(F)cc4)N3C2=O)cc1 (stereo not given)	104.0	-0.6
38	O=C(CN1CSCC1=O)Nc1cc(C(F)(F)F)ccc1NC1CCCCC1	101.0	-0.2
39	COc1ccc2[nH]c3nc(SCC(=O)NC(C)(C)C)nnc3c2c1	103.0	0.3
40	CCOc1ccc(OCC)c(Nc2ccc3cc(S(=O)(=O)N4CCCC4)ccc3n2)c1	103.0	-0.9
41	O=C(Cn1cnc2c(nnn2Cc2ccc(Cl)cc2)c1=O)NCc1ccc2c(c1)OCO2	98.0	-1
42	Cc1ccccc1Cn1nc(-c2ccco2)ccc1=O	105.0	0.2
43	C#CCn1c(=NC(=O)CSCC(=O)N2CCCC2)sc2ccccc21	101.0	0.3
44	O=C(CSC1CC(=O)N(c2ccccc2)C1=O)Nc1ccc(F)cc1 (stereo not given)	102.0	0
45	COc1ccc(C(=O)COC(=O)CCn2c(C)csc2=O)c(OC)c1	100.0	-0.7
46	CC(=O)Nc1ccc(N2CCOCC2)c(Cl)c1	106.0	1.7
47	O=C(N/C(=C\c1ccco1)C(=O)N1CCCC1)c1ccccc1	102.0	0
48	COCCN1C(=O)C(=O)/C(=C(/O)c2ccccc2)C1c1ccccc1 (stereo not given)	99.0	-0.4
49	Nc1c(C(=O)Nc2ccc(Cl)cc2)sc2nc3c(cc12)N1CCC3CC1	103.0	-0.1
50	C=CCNC(=O)c1ccc(-c2ccccc2)cc1	98.0	-1.1
51	COc1cc(C(=O)OC2CC3CCC(C2)N3C)ccc1O (stereo not given)	100.0	0
52	Cc1ccccc1CN1c2ccccc2-c2nc(SCC(N)=O)ncc2S1(=O)=O	111.0	0.3
53	CCOc1cccc(=O)c2c(C)n(-c3ccc(OC)cc3)c(C)c12	127.0	2.5
54	CCCC(=O)Nc1ccc(C(=O)NN)cc1	104.0	0.3
55	Cc1ccc(-n2nc(C)c3onc(C)c3c2=O)cc1	101.0	0
56	CC12CCC3C(CCC4CC(N)CCC43C)C1CCC2O (stereo not given)	105.0	1.4
57	CC(C)CC(=O)Nc1cc(Cl)ccc1Cl	99.0	-0.2
58	N#CC(C#N)=CNNc1ncnc2sccc12	101.0	-0.1
59	O=C(NCc1ccccc1Cl)C1CC1	101.0	0.5
60	CCc1nn2c(=O)c(S(=O)(=O)Nc3ccc(OC)c(Cl)c3)c(C)nc2s1	102.0	-0.7
61	O=C(Nc1cccc(Cl)c1)c1ccc2nc(Cc3ccccc3)oc2c1	111.0	1
62	O=S(=O)(Nc1ccccn1)c1ccccc1	96.0	-0.6
63	CN(C)c1nc(-c2cn(CCC#N)c3ccccc23)cs1	102.0	-0.1
64	NC(N)=Nc1nc2ccccc2s1	103.0	0.4
65	COc1ccc(CNC(=O)c2cc(Nc3ccc(C)cc3C)nc3ccccc23)cc1	106.0	-0.8
66	c1ccc2c(c1)nnn2C12CC3CC(CC(C3)C1)C2	102.0	0.8
67	CCC(=O)N1CCc2cc(S(=O)(=O)CCC(=O)N3CC(=O)N(CCc4ccccc4)C(=O)C3)ccc21	100.0	-0.2
68	COc1ccc(C=NNC(=O)Cn2cnc3c(=O)n(C)c(=O)n(C)c32)cc1	103.0	0.4
69	CCS(=O)(=O)N1CCCc2cc(C(=O)Nc3cccc(C(C)=O)c3)ccc21	107.0	-0.1
70	CCc1ccc(NC(=O)c2ccc(F)c(S(=O)(=O)N3CCN(c4cc(C)ccc4C)CC3)c2)cc1	107.0	-0.1
71	CCn1cc2c(n1)-c1c(oc(C(=O)N3CCc4ccccc4C3)c1C)CC2	103.0	0.8
72	Cc1ccc(Cn2c(=O)c3ccccc3n3c(SCC(N)=O)nnc23)cc1	99.0	-0.5

# (cont.)
no.	SMILES	Polio RdRp inh	Polio RdRp inh FP z-score
73	COc1ccc(CC(=O)n2nc(-c3ccc(F)cc3)cc2SC)cc1OC	101.0	-0.4
74	O=C1NN=CC(c2ccccc2)(c2c[nH]c3ccccc23)N1 (stereo not given)	103.0	0.4
75	N#CCCn1c(C2CCCCC2)nc2ccccc21	101.0	-0.1
76	CCCCNC(=O)c1nn(-c2ccc(C)cc2)c(=O)c2c1c1ccccc1n2C	107.0	-0.1
77	Cc1cc2nnc(SCC(=O)Nc3ccc(F)c(Cl)c3)n2c2ccccc12	106.0	0.3
78	C(=C\c1ccccc1)/CNCCN1CCOCC1	104.0	0.7
79	COc1ccc(C(CC(=O)Nc2cccc(C)c2C)N2Cc3ccccc3C2=O)cc1 (stereo not given)	101.0	-1.1
80	Cc1cc(OC(C)C(=O)Nc2ncn[nH]2)ccc1Cl (stereo not given)	102.0	0
81	O=C(COc1ncnc2ccccc12)Nc1cccc(C(F)(F)F)c1	101.0	-0.3
82	O=C1NNC(c2ccccc2)=N/C1=C\c1ccco1	103.0	0.3
83	CN1N=C(c2ccc3ccccc3c2)CC1c1ccc(F)cc1 (stereo not given)	104.0	0.2
84	CC(CNC(=O)c1nnc(Cc2ccc(F)cc2)o1)c1ccccc1 (stereo not given)	99.0	-1.3
85	O=C(O)/C=C/c1ccc(-c2ccccc2)o1	100.0	-0.5
86	CC(=O)N1CCN(CCN2C(C)=CC(=C(C#N)C#N)C=C2C)CC1	104.0	0.3
87	N#CC(C#N)=C1C=C2C=C(N3CCc4ccccc4C3)CCC2CC1 (stereo not given)	45.0	-4.6
88	Cc1ccc2c(c1)cc1c(=O)n(Cc3ccccc3Cl)nc(C)n12	109.0	0.6
89	CC(CNC1CCCCC1)OC(=O)c1ccccc1 (stereo not given)	102.0	0.2
90	CCOc1ccccc1C(=O)NC1(C(F)(F)F)C(=O)Nc2c1c(=O)[nH]c(=O)n2-c1ccc(F)cc1 (stereo not given)	108.0	0.8
91	CC(C)c1ccc(NC(=O)Cn2nnc(C(=O)NCCc3ccccc3)c2N)cc1	100.0	-0.3
92	CC(=O)Nc1ncc2c(n1)CC(c1ccc(C)cc1)CC2=O (stereo not given)	103.0	0.4
93	CC(C)OC(=O)CSc1nc2ccccc2[nH]1	98.0	-1.3
94	CN(N)c1nc(N2CCCC2)nc(N2CCCC2)n1	101.0	-0.1
95	S=C(NC1CCCCC1)Sc1ccc(Cl)cc1	94.0	-1.2
96	CC1Cc2ccccc2N1S(=O)(=O)c1cccc(C(=O)C(C#N)c2ccccn2)c1 (stereo not given)	106.0	0.6
97	Cc1onc(-c2ccccc2Cl)c1-c1nc2ccc(I)cc2c(=O)o1	105.0	0.4
98	Cn1c(=NC(=O)c2ccc(F)cc2)sc2cc(Br)ccc21	109.0	0.7
99	COCCN(Cc1ccccc1)S(=O)(=O)c1ccccc1OC	101.0	-0.3
100	Cc1ccc(-c2nc(NC(=O)CSc3cc(C)c4ccccc4n3)ns2)cc1	104.0	0
101	CCc1ccc(NC(=O)CN2C(=O)c3ccccc3S2(=O)=O)cc1	102.0	-0.1
102	O=C(Nc1ccc2nn(-c3ccc(F)cc3)nc2c1)c1cccc2c(Cl)cccc12	105.0	0.3
103	COc1ccc2[nH]c3c(=O)n(CCCCC(=O)N4CCN(c5ncccn5)CC4)c(=S)[nH]c3c2c1	100.0	-0.2
104	CCOC(=O)c1c(C)c(-c2ccccc2)n(CC(=O)Nc2cc(C)ccc2OC)c1C	103.0	-0.6
105	N#Cc1ccc(OCC(=O)NC2CCCCCC2)cc1	100.0	-0.5
106	CC(C)=CCOc1cc(C)cc2oc(=O)cc(-c3ccccc3)c12	92.0	-2.9
107	COc1ccc(-n2c(SCC(=O)NC(C)(C)C)nc3ccccc32)cc1	102.0	0.6
108	CCC(Oc1ccccc1)C(=O)Nc1nnc(S(=O)(=O)N2CCCC2)s1 (stereo not given)	115.0	1.5
109	CCOc1ccccc1CNS(=O)(=O)c1ccc(-c2cnc(C3CC3)o2)cc1	98.0	-1.9
110	COc1cc(/C=N/NC(N)=O)cc2sc(=O)oc12	99.0	-0.2
111	N#CC1=C(N)N2CCCSC2=C(C#N)C1c1ccccc1 (stereo not given)	102.0	0
112	Cc1ccc2c(COC(=O)Cn3c(C)csc3=O)cc(=O)oc2c1C	106.0	0.5
113	Nc1nnc(SCC(=O)N2CCCCCC2)s1	106.0	0.5
114	CCSc1ncc(Cl)c(C(=O)Nc2ccc(S(=O)(=O)N3CCC(C)CC3)cc2)n1	117.0	0.1
115	CCCCc1nc2sc3c(=O)n(N)cnc3c2c2c1CCC2	107.0	2
116	Cc1ccnn1CCC(=O)O	105.0	1.2
117	CC(COc1ccccc1)N(CCCl)Cc1ccccc1 (stereo not given)	104.0&96.0&100.0	0.7&-0.1&0
118	COc1cc(C)c(C(=O)CCC(=O)O)cc1C	104.0	0.9
119	CCN(CC)N=Nc1ccc(S(=O)(=O)N2CCSC2C(=O)O)cc1 (stereo not given)	103.0	0.2
120	CC(C)=CC(=O)N1CCN(c2cccc(C(F)(F)F)c2)CC1	105.0	0.6
121	COc1ccc2nc(Cl)c(/C=N/NC3CCS(=O)(=O)C3)cc2c1 (stereo not given)	102.0	0.3
122	Cc1ccc(CCNC(=O)CN(c2ccc(C)cc2)S(=O)(=O)N(C)C)cc1	107.0	0.7
123	CCCCOC(=O)c1c(C)oc2ccc(NS(=O)(=O)c3ccc(F)cc3C)cc12	107.0	0.4
124	CCOC(=O)c1ccc(Nc2nc(C)cc(C)n2)cc1	104.0	-0.2
125	CCOC(=O)/C(C#N)=C/Nc1sccc1C#N	116.0	2.4
126	CC(=O)c1ccc(N2CCN(c3nc4c(S(=O)(=O)c5ccccc5)nnn4c4ccc(Cl)cc34)CC2)cc1	104.0	-0.2
127	CCOC(=O)C(C)n1nc(CC)n2c(cc3occc32)c1=O (stereo not given)	104.0	0.9
128	CCCCOc1cccc(C(=O)N(Cc2sccc2C)C2CCS(=O)(=O)C2)c1 (stereo not given)	111.0	-0.3
129	Cc1cc(N=Cc2ccc(N3CCOCC3)cc2)ccc1Br	98.0	-1.4
130	Cc1ccccc1CSc1nc2cccnc2n1Cc1ccc(C(=O)NCCc2cccs2)cc1	114.0	0.7

# In the list so far, 3 have bromine.
no.	SMILES	Polio RdRp inh	Polio RdRp inh FP z-score
18	CCN(CC)S(=O)(=O)c1ccc2nc(NC(=O)c3ccc(Br)o3)sc2c1	107.0	0
98	Cn1c(=NC(=O)c2ccc(F)cc2)sc2cc(Br)ccc21	109.0	0.7
129	Cc1cc(N=Cc2ccc(N3CCOCC3)cc2)ccc1Br	98.0	-1.4
